ELG1 DNA repair – qHTS screen for small molecules that inhibit ELG1-dependent DNA repair in human embryonic kidney (HEK293T) cells expressing luciferase-tagged ELG1. HEK293T ELG1-luciferase reporter, luminescence, 16 h; DNA damage induced by 5-fluorouridine. Potency, µM (top dose mostly 46.1 µM), without a hit: at the highest dose activity change, negative = inhibition, hits mostly inhibitors. 330,000 tested, 2.3% active. AID 504467, 2011; further: potency means the concentration at half of the fitted maximal effect; on the % scale 0 is the no-effect control and ±100 the full control effect; nearly all actives have a fitted effect of over 55% in size
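Quantitative HTS, concentration-response format. 2,000 cells/well co-treated with 5-fluorouridine and compound, 16 hr in 5% CO2 at 37 °C; ONE-Glo luminescence read after 30 min.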
Gal4-VP16 FLuc – VP16 counterscreen qHTS for inhibitors of ROR gamma transcriptional activity; AID 2546, 2010; 310,000 tested, 3.5% active; Drosophila S2 Gal4-VP16 UAS-luciferase, luminescence, 20 h; Potency, µM (top dose mostly 53.6 µM), inactives show at the top dose activity, negative = inhibition, usual class: inhibitors;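 further: Gal4-VP16 expression switched on by copper sulfate through the metallothionein promoter; potency means the concentration at half of the fitted maximal effect; on the % scale 0 is the no-effect control and ±100 the full control effect; nearly all actives have a fitted effect of over 50% in size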
FLuc modulator – qHTS profiling assay for firefly luciferase inhibitor/activator using purifed enzyme and Km concentrations of substrates (counterscreen for miR-21 project) | AID 588342, 2011 | Luciferin 4-monooxygenase (Photinus pyralis), P08659 | Potency, µM (series often up to 57.5 µM), for the others: at the top dose activity change, negative = inhibition, actives largely listed as inhibitors | 360,000 tested, 6.9% active | purified FLuc, Km substrates, luminescence inhibition;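 further: potency means the concentration at half of the fitted maximal effect; plate controls were vehicle for no effect and reference inhibitor for full effect; nearly all actives have a fitted effect of over 55% in size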
Target sequence (P08659 whole entry, looked up): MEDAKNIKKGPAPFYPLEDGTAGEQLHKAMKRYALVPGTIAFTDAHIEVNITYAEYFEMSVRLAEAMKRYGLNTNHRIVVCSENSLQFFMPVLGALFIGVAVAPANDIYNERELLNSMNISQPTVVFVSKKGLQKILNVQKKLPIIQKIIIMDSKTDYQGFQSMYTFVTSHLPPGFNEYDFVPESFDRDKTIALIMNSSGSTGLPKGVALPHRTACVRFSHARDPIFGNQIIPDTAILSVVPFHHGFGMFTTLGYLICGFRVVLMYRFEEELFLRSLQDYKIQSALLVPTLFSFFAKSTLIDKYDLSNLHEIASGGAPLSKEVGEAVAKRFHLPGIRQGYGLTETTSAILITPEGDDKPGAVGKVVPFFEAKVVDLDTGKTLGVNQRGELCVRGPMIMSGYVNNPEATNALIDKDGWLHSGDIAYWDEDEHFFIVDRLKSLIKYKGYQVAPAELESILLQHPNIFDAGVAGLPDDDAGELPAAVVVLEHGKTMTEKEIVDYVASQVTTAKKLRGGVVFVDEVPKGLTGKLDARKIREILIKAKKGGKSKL
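Purified P. pyralis luciferase, 10 nM final, with Km-level 10 uM D-luciferin and 10 uM ATP in 50 mM Tris acetate pH 7.5, 10 mM Mg acetate, 0.01% Tween-20, 0.05% BSA; 6-point qHTS titration about 60 µM downward; luminescence read.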
Rab9 prom act – qHTS Assay for Rab9 Promoter Activators; 320,000 tested, 2.8% active; Huh7 Rab9 promoter-luciferase reporter, luminescence, 24 h; AID 485297, 2010; Potency, µM (doses to about 9.22 µM), inactives show at the top dose activation, negative = inhibition, actives largely listed as activators; further: potency means the concentration at half of the fitted maximal effect; % of control where 0% means no effect; nearly all actives have a fitted effect of over 60% in size
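Huh7 cells stably carrying a Rab9 promoter-luciferase reporter, 1500 cells per well in OP-MEM I with 10% FBS, treated with compound 24 hours at 37C. Luciferase activity read by luminescence after 10 minutes with Amplite reagent.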
BRCA1 expr act – qHTS Assay to Identify Small Molecule Activators of BRCA1 Expression; MCF7-BRCA1-FFLuc reporter, luminescence, 48 h; response scale: scaled: vehicle 0%, 10 µM genistein 100%; Potency, µM (titrated, usually from 46.1 µM), inactives show top-dose activation, usual class: activators; 380,000 tested, 1.1% active; AID 624202, 2012; further: potency means the concentration at half of the fitted maximal effect; nearly all actives have a fitted effect of over 80% in size; some results filed as inactive show a strong effect at the top dose
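Reporter cells (MCF7, BRCA1 promoter-firefly luciferase) received library compounds across a concentration series for 48 h. End-point luminescence was measured and concentration-effect curves derived after normalization.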
TRPV1 agonist – HTS Assay for Compounds that Act as Agonists of the Vanilloid Receptor 1 | Transient receptor potential cation channel subfamily V member 1 (Homo sapiens), Q8NER1 | TRPV1-expressing cells, Fluo-8 calcium influx, agonist mode | activation, % at 8.33 µM | 320,000 tested, 0.19% active | AID 540275, 2011; in the data active means activation above about 80%; inconclusive means between about 30% and that limit; further: 0% is about no effect
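TRPV1-expressing cells were cultured overnight at 35.5C and loaded with Fluo-8 calcium dye for 40 to 90 min at room temperature. After a 10 s baseline, compound was added and calcium influx was read kinetically for 3 min (ex 480/em 520 nm).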
ELG1 genotox – qHTS screen for small molecules that induce genotoxicity in human embryonic kidney (HEK293T) cells expressing luciferase-tagged ELG1; Potency, µM (series often up to 46 µM), inactives show top-dose activity change, positive = activation, usual class: activators; HEK293T ELG1-luciferase reporter, luminescence, 16 h; 330,000 tested, 1.3% active; AID 504466, 2011; further: potency means the concentration at half of the fitted maximal effect; % of control where 0% means no effect; nearly all actives have a fitted effect of over 60% in size
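HEK293T cells expressing luciferase-tagged ELG1 were treated with compound or DMSO for 16 hr at 37°C. Luciferase activity was then read after 30 min with ONE-Glo at room temperature; rising signal flags genetic stress.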
Tb PFK inh – qHTS Assay to Find Inhibitors of T. brucei phosphofructokinase. ATP-dependent 6-phosphofructokinase (Trypanosoma brucei brucei), O15648. T. brucei PFK, ADP-Glo luminescence. Potency, µM (titrated, usually from 57.5 µM), without a hit: at the highest dose activity, negative = inhibition, hits mostly inhibitors. 330,000 tested, 0.17% active. AID 485367, 2010;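 further: potency means the concentration at half of the fitted maximal effect; 0% = uninhibited 1x PFK enzyme wells and -100% = no-enzyme wells; nearly all actives have a fitted effect of over 60% in size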
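ADP-Glo luminescence quantified ADP after 45 min at room temperature, with 1.25 nM T. brucei PFK, 0.1 mM ATP and 0.5 mM fructose-6-phosphate in pH 8.0 TEA buffer. qHTS titrations up to 57 µM; curves classified by quality.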
p53 reactivator – qHTS assay for re-activators of p53 using a Luc reporter. H1299 p53-A138V BP100-luciferase reporter, luminescence, 24 h. Potency, µM (top dose mostly 92.2 µM), for inactives: at the top dose activity change, positive = activation, hits mostly activators. 320,000 tested, 0.063% active. AID 504706, 2011; further: potency means the concentration at half of the fitted maximal effect; % of control where 0% means no effect; nearly all actives have a fitted effect of over 45% in size
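H1299 (p53-null), stable ts p53-A138V + BP100-Luc; 1000 cells/well, Opti-MEM/10% FBS; cpd 4 pt, 1:5; 24 h, 37 deg C, 5% CO2; detection reagent 10 min RT; luminescence.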
RORg inh – qHTS for inhibitors of ROR gamma transcriptional activity; Nuclear receptor ROR-gamma (Mus musculus), P51450; Drosophila S2 Gal4-RORgamma UAS-luciferase reporter, 20 h; AID 2551, 2010; 310,000 tested, 5.4% active; Potency, µM (series often up to 53.6 µM), for inactives: at the top dose activity change, negative = inhibition, hits mostly inhibitors; further: potency means the concentration at half of the fitted maximal effect; on the % scale 0 is the no-effect control and ±100 the full control effect; nearly all actives have a fitted effect of over 60% in size
Target sequence (P51450 whole entry, looked up, the tested form may be a part): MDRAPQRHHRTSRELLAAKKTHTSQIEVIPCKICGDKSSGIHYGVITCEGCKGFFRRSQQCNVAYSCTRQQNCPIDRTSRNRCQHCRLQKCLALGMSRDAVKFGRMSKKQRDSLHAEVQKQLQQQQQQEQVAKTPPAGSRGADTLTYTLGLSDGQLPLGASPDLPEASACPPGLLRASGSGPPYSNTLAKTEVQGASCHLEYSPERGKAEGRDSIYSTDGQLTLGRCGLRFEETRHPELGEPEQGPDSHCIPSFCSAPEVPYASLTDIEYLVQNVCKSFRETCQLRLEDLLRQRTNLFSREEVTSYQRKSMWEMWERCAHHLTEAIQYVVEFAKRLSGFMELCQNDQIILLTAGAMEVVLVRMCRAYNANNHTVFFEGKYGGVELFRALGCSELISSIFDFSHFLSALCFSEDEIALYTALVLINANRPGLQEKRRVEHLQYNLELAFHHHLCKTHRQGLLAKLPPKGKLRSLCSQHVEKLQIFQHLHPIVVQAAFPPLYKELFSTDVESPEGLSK
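Using a luciferase readout, inhibitors were identified by reduced reporter activity in Drosophila cells coexpressing a copper-inducible Gal4–ROR gamma fusion and UAS-driven Photinus luciferase, incubated 20 hr after 700 uM copper sulfate.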
NPC1 promoter act – qHTS Assay for NPC1 Promoter Activators | Huh7 NPC1 promoter luciferase reporter, 24 h | Potency, µM (top dose mostly 9.22 µM), for inactives: at the highest dose activation, actives largely listed as activators | 320,000 tested, 2.4% active;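 further: potency means the concentration at half of the fitted maximal effect; % of control where 0% means no effect; nearly all actives have a fitted effect of over 60% in size; reporter is driven by a mutant NPC1 promoter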
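Luminescence from an NPC1 promoter-driven luciferase reporter in stably transfected Huh7 cells was measured after 24 h compound treatment at 37 °C, followed by 10 min ambient incubation with luciferase detection reagent.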
* hit, by the source's call; ? = inconclusive; nt = not tested or not shown; [ ] = dose if it differs, or a comment. Unless noted, the call rests on the fitted dose curve; in most records, active means well fitted curve in the direction sought with a large enough effect; inconclusive means small, poorly fitted or top-dose-only effect, or another doubt; inactive means no such curve, though single readings can be large; an effect the other way counts as inactive or inconclusive.

SMILES	ELG1 DNA repair	Gal4-VP16 FLuc	FLuc modulator	Rab9 prom act	BRCA1 expr act	TRPV1 agonist	ELG1 genotox	Tb PFK inh	p53 reactivator	RORg inh	NPC1 promoter act
CC(=O)Nc1cccc(NC(=O)C2CCCN2C(=O)Nc2ccc(Cl)cc2)c1 (centres undefined)	7%	-1%	-3%	2%	0%	1	1%	-1%	-7%	0%	2%
CN(C)c1ccc(CN2CCCCC2)cc1	-21%	-1%	6%	-1%	-9%	-7	2%	2%	0%	-8%	1%
CCc1ccc(Nc2n[n+](-c3ccccc3)c(-c3c(Cl)cccc3Cl)s2)cc1	-11%	?	4%	-10%	-77%	11	2%	0%	nt	11µM*	-1%
Cc1ccc(-c2nn(CCC(=O)NN3CCOCC3)c(=O)c3ccccc23)cc1	5%	10%	0%	-2%	15%	-4	1%	3%	-2%	-10%	2%
Cc1ccc(C(=O)CSc2nnc(COc3cccc(C)c3)o2)cc1	1%	0%	-13%	3%	23%	?	0%	-2%	2%	?	-4%
Cc1cccc(-n2c(-c3csc(C)c3C)n[nH]c2=S)c1	-12%	11µM*	?	-1%	-19%	4	1%	-12%	8%	2.5µM*	0%
O=C(NC1CCCC1)C1CCCN(S(=O)(=O)c2ccc(F)cc2)C1 (centres undefined)	5%	-9%	-2%	-2%	-12%	6	-8%	0%	1%	8%	-3%
CC(C)CN=C(NS(=O)(=O)c1ccccc1)C(Cl)(Cl)Cl	?	?	-3%	-19%	-69%	11	-21%	0%	-33%[inhibitor]	?	-17%
Cc1cc(=O)oc2cc(OCc3ccc(S(=O)(=O)N4CCOCC4)cc3)ccc12	-24%	-3%	0%	-4%[1.84 µM]	-30%	-9	-7%	-7%	-23%	10%	-2%
O=C(CSc1nnc2ncccn12)N1CCCCCC1	20%	-1%	1%	2%	-2%	-1	-1%	-4%	18%	1%	-1%
CCCNNC(=O)C(O)(c1ccccc1)c1ccccc1	10%	1%	4%	-1%	32%	1	-3%	1%	-8%	-28%	-2%
Cc1ccc(OCCC(=O)OC(C)C(=O)Nc2c(C)n(C)n(-c3ccccc3)c2=O)cc1 (centres undefined)	6%	nt	0%	-5%	-9%	-2	-1%	-1%	4%	nt	12%
Cc1ccc(/C=C/c2nnc(-c3cccc(C)c3)o2)cc1	14%	-1%	-19%	22%	61%	?	5%	6%	5%	9%	13%
O=C(NNC1=NC2(CCCC2)Cc2ccccc21)c1cccnc1	-6%	5%	-1%	-13%	-17%	0	-4%	-4%	-2%	-29%	-3%
COc1ccc(NC(=S)NNC(=O)C(C)n2nc(C)c([N+](=O)[O-])c2C)cc1 (centres undefined)	10%	7%	2%	-3%	16%	-1	0%	-3%	0%	-31%	-2%
Cc1ccc(S(=O)(=O)n2cc(-c3ccccc3)c3ccccc32)cc1	?	nt	7%	-14%	-41%	0	8%	0%	23%	nt	-10%
COc1cc(OC)cc(-n2nnnc2SCC(=O)NCc2cccs2)c1	-23%	21%	4%	-4%	-17%	0	-3%	1%	-13%	34%	-1%
Cc1cccc(NC(=O)COC(=O)c2cccc(S(=O)(=O)N3CCCCCC3)c2)c1	0%	nt	-3%	-8%	10%	8	1%	1%	-3%	nt	-7%
CN(C)S(=O)(=O)N(CC(=O)Nc1ccc(S(=O)(=O)N2CCCC2)cc1)c1ccccc1	-14%	nt	0%	-5%	-18%	4	-5%	1%	nt	nt	-2%
CCNS(=O)(=O)c1ccc(Br)c(OC)c1	11%	-2%	0%	-2%	-14%	2	2%	-3%	-1%	-12%	1%
COc1cccc(N(C(=O)Cn2nnc(-c3ccc(C)cc3)n2)C(C(=O)NC(C)(C)C)c2c[nH]c3ccccc23)c1 (centres undefined)	-5%	0%	1%	0%	-62%	nt	-7%	-2%	1%	37%	0%
S=c1[nH]nc(-c2ccco2)n1-c1ccccc1Cl	?	18µM*	?	26%	-2%	3	12%	2%	7%	6.3µM*	8%
O=C(COC(=O)C1CC(=O)N(Cc2ccco2)C1)Nc1ccc(F)cc1F (centres undefined)	16%	nt	nt	nt	3%	nt	2%	7%	0%	nt	nt
O=C(CN1C(=O)NC2(CCOc3ccccc32)C1=O)NCc1ccccc1 (centres undefined)	22%	nt	nt	nt	-21%	nt	-1%	3%	-1%	nt	nt
O=S(=O)(c1cccs1)N1CCN(S(=O)(=O)c2cccs2)CC1	2%	2%	0%	-5%	-13%	2	1%	0%	-2%	-26%	0%
Continued.
SMILES	ELG1 DNA repair	Gal4-VP16 FLuc	FLuc modulator	Rab9 prom act	BRCA1 expr act	TRPV1 agonist	ELG1 genotox	Tb PFK inh	p53 reactivator	RORg inh	NPC1 promoter act
COc1ccc(CCNC(=O)CN2CCN(S(=O)(=O)c3ccc(Cl)cc3)CC2)cc1OC	-10%	-5%	0%	2%	-11%	1	1%	0%	-8%	33%	1%
Nc1c(C(=O)CSc2nnc(Cc3ccccc3)o2)c(=O)[nH]c(=O)n1C1CC1	-12%	nt	0%	-2%	10%	1	-1%	-7%	5%	nt	-2%
CCOC(=O)C(=CNc1nc2ccc(C(=O)OCC)cc2s1)C(=O)OCC	-13%	1%	-2%	-8%	2%	3	1%	0%	-1%	18%	1%
Cc1noc(C)c1COC(=O)c1cc(S(=O)(=O)N2CCOCC2)ccc1Cl	-18%	nt	nt	nt	-32%	nt	-1%	-4%	1%	nt	nt
COCCn1c(C)cc(/C=C2/NC(=O)N(Cc3ccc(C)cc3)C2=O)c1C	-2%	6%	?	?	14%	?	8%	2%	4%	5%	27%
Cc1cccc(NC(=O)CSc2nnc(CCNC(=O)OC(C)(C)C)o2)c1C	0%	4%	2%	-1%	-8%	2	-3%	1%	-1%	0%	1%
CCOC(=O)c1c(-c2ccc(-c3ccccc3)cc2)csc1NC(=O)CCC(=O)O	-1%	-6%	0%	?	0%	-5	-4%	4%	-7%	-1%	-4%
O=C(O)C1CCCN(S(=O)(=O)c2ccc(-c3ccc(=O)[nH]n3)s2)C1 (centres undefined)	18%	-2%	5%	7%	4%	-1	3%	-7%	6%	-15%	-2%
Cc1cc(C(=O)OCC(=O)NC2CCS(=O)(=O)C2)c(C)n1-c1ccccc1 (centres undefined)	-23%	-26%	?	-3%	-10%	10	-3%	14%	-17%	?	3%
COCCN(CC(=O)Nc1cccc(C)c1C)C(=O)CN1C(=O)NC2(CCCCC2)C1=O	9%	nt	6%	-1%	-12%	1	-2%	-2%	1%	nt	-9%
COc1ccc(NC(=S)N2CCc3ccccc3C2)cc1	20%	?	?	2%	34%	10	7%	-1%	6%	?	0%
CC(=O)N(Cc1ccc(F)cc1)Cc1nc2ccccc2c(=O)[nH]1	3%	?	-1%	-6%	0%	1	-3%	3%	-4%	16µM*	-2%
OCCC1CN(Cc2cccc3nccnc23)CCN1Cc1ccc(F)c(F)c1 (centres undefined)	-7%	2%	-2%	-13%	-8%	2	-1%	3%	-2%	-5%	-5%
O=C1CS(=O)CN1c1ccc(Oc2ccccc2)cc1 (centres undefined)	12%	-17%[10 µM]	-1%	0%	-2%	0	-2%	-1%	-2%	10%	-2%
O=C(NCCCN1CCCC1=O)c1ccc(NS(=O)(=O)c2ccc(F)cc2)cc1	10%	nt	5%	2%	8%	1	0%	-1%	0%	nt	0%
COCc1cc(CN2CCN(Cc3ccsc3)C(CCO)C2)ccc1OC (centres undefined)	18%	-16%	-1%	1%	-1%	0	9%	0%	1%	5%	1%
Cc1cc(C)cc(OCC(=O)Nc2ccc(N3CCCCC3)cc2)c1	?	nt	9%	-2%	-12%	-1	1%	-2%	-3%	nt	-3%
CCOc1ccccc1NC(=O)c1ccc2nc[nH]c2c1	3%	-10%	-16%	0%	16%	2	3%	-19%	-5%	6%	-1%
CCOc1ccc(C(=O)N/N=C(\c2ccccc2)c2ccccn2)cc1	?	0.056µM*	19µM*	-19%	-84%	?	6%	4%	27%	0.2µM*	-22%

Source: PubChem
